# Compound activity as filed in PubChem BioAssay.
# Insulin prom inh: inhibitors of insulin promoter-driven GFP, primary screen, imaging, TRM-6 cells (human fetal islet line), eGFP reporter, cell count | reporter expression induced with tamoxifen | inhibition, % at 2 µM | hit rate 0.9% among 130,000 | AID 1273, 2008;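 active = inhibition above the mean plus 3 SD, with well images judged a real hit on visual review, cut at about 60% in these data, passing the limit was not always enough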
# sdo1 growth: growth rescue of sdo1-depleted yeast, primary screen, S. cerevisiae, bone marrow failure model; S. cerevisiae sdo1-depleted JHY4D growth rescue, OD600 30 h; active compounds read high; pdr5 snq2 efflux-pump mutant strain; z-score at 10 µM; hit rate 0.21% among 140,000; AID 817, 2007;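 active = z-score above 3 at both the 24 hr and the 30 hr optical density reads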;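 note: z-score against mean and SD of all compound wells on the same plate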
# sdo1 growth Rescue 24 h: recorded beside sdo1 growth, whose call it bears; z-score; S. cerevisiae sdo1-depleted JHY4D growth rescue, OD600; measured here: growth rescue at 24 h;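 0 is the plate mean of compound wells and units are plate SD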
# An asterisk follows results filed as active; / = no result given; [ ] = dose if it differs, or a comment.
entry	sdo1 growth	sdo1 growth Rescue 24 h	Insulin prom inh	SMILES
1	0.97	0.07	0	O=C(N/C(=C/c1cccnc1)C(=O)N1CCOCC1)c1ccco1
2	0.8	0.64	-54	N#Cc1cc2c(nc1SCC(N)=O)CCCCC2
3	0.57	-0.06	0	COc1ccc(NC(=O)Cc2c(O)c3ccccc3[nH]c2=O)cc1
4	0.42	-0.13	/	O=C(c1n[nH]c(=O)c2ccccc12)N1CCOCC1
5	0.38	0.7	/	CCCOC(=O)c1cc2ccccc2oc1=O
6	0.48	-0.26	32	c1ccc(-c2n[nH]c(-c3ccccn3)n2)nc1
7	-0.22	0.14	-7	CCCNC(=O)/C=C/c1ccc(C(C)C)cc1
8	-0.63	-0.27	-372	Cc1ccc(S(=O)(=O)N(CC(=O)NCc2ccco2)Cc2ccc(F)cc2)cc1
9	0.61	0.86	-20	O=C(O)CSc1cc(C(F)(F)F)nc(-c2ccccn2)n1
10	/	/	-42	CCCCCNCc1ccc(Cl)cc1
11	-0.47	-0.27	-34	Cc1ccccc1-n1nnc2c(=O)oc3ccccc3c21
12	0.09	0.06	-7	Cc1ccc(CCNC(=O)C2CCN(S(=O)(=O)c3cccc4nsnc34)CC2)cc1
13	-0.12	0.64	4	CCCCCCCOc1ccc(-c2ccc(C#N)cn2)cc1
14	-1.2	-0.19	20	COC(=O)c1cc2ccccc2c(-c2c(O)ccc3ccccc23)c1O
15	0.6	0.07	/	Cc1nn(-c2ccccc2)c(N)c1C(O)(CC(=O)C(F)(F)F)C(F)(F)F (stereo not given)
16	-0.01	-0.31	/	CN1C(=O)CSc2ccc(NC(=O)Nc3ccccn3)cc21
17	-2.5	-1.6	/	CS(=O)c1nc(-c2ccc(Br)cc2)cc(-c2ccccc2)c1C#N (stereo not given)
18	1.5	1.4	/	COc1ccc(-c2nc3c(n2O)CCCC3=O)cc1OC
19	-1.3	-1.4	-19	CC(C)CN(CC(C)C)C(=O)Cc1coc2ccc3ccccc3c12
20	0.58	0.93	-14	COc1ccc(S(=O)(=O)NCc2ccccn2)cc1
21	-1.9	-1.3	-28	O=[N+]([O-])c1ccc(/C=N/n2cnc3ccccc32)s1
22	-0.98	-1.1	39	CCOc1ccc(Nc2oc(-c3cccc(Cl)c3)nc2C#N)cc1
23	1.4	1.2	15	Cc1cc(=O)n2nc(N3CCC(C(=O)NC4CCCc5ccccc54)CC3)sc2n1 (stereo not given)
24	1.1	0.63	/	O=C(COc1ccc(S(=O)(=O)N2CCCC2)cc1Cl)NC1CC1
25	1.2	0.27	36	CCOC(=O)N1CCN(C(=O)Cc2ccsc2)CC1
26	0.74	0.86	/	CCc1ccc(-n2c(O)cnc2Nc2nc(C)cc(C)n2)cc1
27	0.65	0.58	10	Cc1cc2cc3c(cc2nc1SCC(=O)Nc1c(C)cccc1C)CCC3
28	-0.26	-0.78	25	COc1cc(CNCCc2ccc(S(N)(=O)=O)cc2)ccc1OCC(=O)NC1CCCCC1
29	0.3	-0.29	/	C/C(=N\NC(=O)c1ccccc1)c1ccc(C)c([N+](=O)[O-])c1
30	1.1	1	0	Cc1ccc(-n2nc(C(=O)O)c3ccccc3c2=O)cc1C

# Remaining list, next part:
entry	sdo1 growth	sdo1 growth Rescue 24 h	Insulin prom inh	SMILES
31	/	/	11	COCCN(CCOC)CC(O)COC(c1ccccc1)c1ccccc1 (stereo not given)
32	-1.4	-2.1	-131	Cc1nc(N2CCN(C(=O)c3ccco3)CC2)c2c3c(sc2n1)CCCC3
33	/	/	-71	O=c1[nH]c(=O)n(C(c2ccccc2)c2ccccc2)cc1Br
34	-0.28	-0.78	-17	Cc1ccc(S(=O)(=O)N(c2cccc(C(F)(F)F)c2)C2C=CS(=O)(=O)C2)cc1 (stereo not given)
35	-1.4	-1.6	3	CCc1ccc(C(C)NC(=O)/C(C#N)=C\c2cn[nH]c2-c2ccccc2)cc1 (stereo not given)
36	0.19	0.33	18	Cc1ccc(NCc2ccccc2OCc2ccccc2F)cc1
37	/	/	31	O=C(NCCCN1CCOCC1)C(=O)NCc1ccccc1Cl
38	1.1	0.8	-2	O=C(NCCCn1ccnc1)C(=O)NCC(c1cccnc1)N1CCN(c2ccccc2)CC1 (stereo not given)
39	0.66	1.5	0	COCCOC(=O)c1c(C)n(C)c2ccc(OC(=O)c3ccco3)cc12
40	/	/	-57	CCOc1ccc(CN2CCN(Cc3ccsc3)C(CCO)C2)cc1CO (stereo not given)
41	-1.6	-1.5	23	O=C(CN1CCN(S(=O)(=O)c2ccc(F)cc2)CC1)Nc1ccc(Cl)c(C(F)(F)F)c1
42	-0.2	0.75	19	O=C(N/N=C/c1c(Nc2cccc(C(F)(F)F)c2)nc2ccccn2c1=O)c1ccccc1[N+](=O)[O-]
43	0.18	-0.87	-43	O=C(CCn1cccc1)Nc1nccs1
44	/	/	24	CCOC(=O)c1c(C)[nH]c(C)c1C(=O)COC(=O)c1nc2nccc(C)n2n1
45	-0.08	0.05	-19	CCN(CC)C(=O)COc1cc(C)cc2oc(=O)cc(-c3ccccc3)c12
46	-1.1	-1	40	Cc1cc(C)cc(NC(=O)CSc2nc(N)c(NC(=O)c3cccs3)c(=O)[nH]2)c1
47	0.06	0.42	13	COc1ccc(-n2cnnc2SCCC#N)cc1
48	-1.3	-0.48	-31	S=C(NCc1ccc(Cl)cc1Cl)Nc1ccccc1
49	-0.02	-0.44	-41	CCOC(=O)CCC(=O)O[C@H]1[C@H](O[C@@H]2[C@@H](C)[C@H](O[C@H]3C[C@@](C)(OC)[C@@H](O)[C@H](C)O3)[C@@H](C)C(=O)O[C@H](CC)[C@@](C)(O)[C@H](O)[C@@H](C)C(=O)[C@H](C)C[C@@]2(C)O)O[C@H](C)C[C@@H]1N(C)C
50	0.69	0.21	-8	COC(=O)[C@H](CCSC)NC(=O)N1CCN(Cc2ccccc2)CC1
51	-1.2	-0.25	-15	Clc1cc(Cl)cc(C2=NCCC(c3ccccc3)O2)c1 (stereo not given)
52	/	/	-13	COCCNC(=O)C(NC(=O)C1CCCCC1)C(C)C (stereo not given)
53	0.17	0.01	16	Cc1ccc(NC(=O)COC(=O)CNC(=O)c2ccc3ccccc3c2)c([N+](=O)[O-])c1
54	1.1	1	62	O=C(O)c1ccc(NS(=O)(=O)c2cc(Cl)ccc2Cl)cc1
55	0.5	0.95	/	CCOc1cc(Br)ccc1S(=O)(=O)NCc1ccccc1
56	-0.26	-0.68	-32	CC[C@@H]1C=C(C)C[C@H](C)C[C@H](OC)[C@H]2O[C@@](O)(C(=O)C(=O)N3CCCC[C@H]3C(=O)O[C@H](/C(C)=C/[C@@H]3CC[C@@H](O)[C@H](OC)C3)[C@H](C)[C@@H](O)CC1=O)[C@H](C)C[C@@H]2OC
57	0.63	0.4	-14	CCOC(=O)COc1ccc(Br)cc1/C=C\c1[nH]c(=O)[nH]c(=O)c1[N+](=O)[O-]
58	0.21	-0.2	41	CCOc1ccc(C(=O)COc2ccc(NC(C)=O)cc2)cc1
59	/	/	-20	C/C(CC(=O)Nc1ccc(Cl)c(C(F)(F)F)c1)=N\NC(N)=S
60	/	/	-35	C=CCn1c(SCC(=O)c2cc(C)n(C)c2C)nnc1-c1ccncc1

# Shown bar-delimited: 7 of the compounds above.
nr | Structure | sdo1 growth | sdo1 growth Rescue 24 h | Insulin prom inh
38 | O=C(NCCCn1ccnc1)C(=O)NCC(c1cccnc1)N1CCN(c2ccccc2)CC1 (stereo not given) | 1.1 | 0.8 | -2
39 | COCCOC(=O)c1c(C)n(C)c2ccc(OC(=O)c3ccco3)cc12 | 0.66 | 1.5 | 0
40 | CCOc1ccc(CN2CCN(Cc3ccsc3)C(CCO)C2)cc1CO (stereo not given) | / | / | -57
41 | O=C(CN1CCN(S(=O)(=O)c2ccc(F)cc2)CC1)Nc1ccc(Cl)c(C(F)(F)F)c1 | -1.6 | -1.5 | 23
42 | O=C(N/N=C/c1c(Nc2cccc(C(F)(F)F)c2)nc2ccccn2c1=O)c1ccccc1[N+](=O)[O-] | -0.2 | 0.75 | 19
43 | O=C(CCn1cccc1)Nc1nccs1 | 0.18 | -0.87 | -43
44 | CCOC(=O)c1c(C)[nH]c(C)c1C(=O)COC(=O)c1nc2nccc(C)n2n1 | / | / | 24

# New compounds follow
entry	sdo1 growth	sdo1 growth Rescue 24 h	Insulin prom inh	SMILES
61	0.6	0.27	/	Cc1sc2ncn(CC(=O)OCC(=O)NC(C)(C)C)c(=O)c2c1C
62	0.48	0.58	-59	CCCn1nnc(NC(=O)C(C)Oc2ccc(Cl)cc2Cl)n1 (stereo not given)
63	0.91	0.87	24	COc1cc(C(=S)N2CCOCC2)ccc1OS(=O)(=O)c1ccccc1[N+](=O)[O-]
64	0.95	0.35	43	Cc1cc(N2C(=O)CCC2=O)ccc1NC(=O)c1cccs1
65	/	/	-10	CC(=O)Nc1nnc(SCC(=O)c2ccc(F)cc2)s1
66	0.01	-0.25	/	Nc1nc(SCC(=O)N2CCCC2)[nH]c(=O)c1NC(=O)c1ccco1
67	0.07	-0.65	0	CCC(C)N1C(=O)CCC1C(=O)O (stereo not given)
68	-0.41	-0.36	-1	Cc1nn(C(=O)N2CCCCC2)c(C)c1CN1C(=O)c2ccccc2C1=O
69	/	/	55	CCC(C)Nc1nnnc2c1sc1nc3c(cc12)COC(C)(C)C3 (stereo not given)
70	0.01	-0.2	29	CC(=O)Nc1ccc(C(=O)N/N=C/c2ccccc2OC(=O)c2ccc(Cl)cc2)cc1
71	0.42	1.1	-29	Cc1cc(C(F)(F)F)n(-c2nc(C(=O)N/N=C/c3ccc(F)cc3)cs2)n1
72	0.36	0.52	-1	COc1ccc(S(=O)(=O)N(C)c2ccc(C(N)=O)cc2)cc1
73	-0.68	-0.63	-278	Cc1cc(=O)[nH]c(SCCOc2ccc3c(c2)CCC3)n1
74	1.1	1.9	/	CSc1ccc(C2NC(=O)c3c(sc4c3CCN(C)C4)N2)cc1 (stereo not given)
75	-0.68	-0.76	15	O=C(Cn1nc(-c2ccc(Cl)cc2)ccc1=O)N1CCN(c2ccccc2)CC1
76	0.15	-0.73	12	O=C1C(Cl)=C(N2CCCCC2)C(=O)N1c1ccccc1Cl
77	/	/	-13	O=C1SCCC1NS(=O)(=O)c1ccccc1[N+](=O)[O-] (stereo not given)
78	/	/	-43	Cn1c(N)c(C(=O)COC(=O)c2cnc(Cl)c(Cl)c2)c(=O)n(C)c1=O
79	0.08	0.07	-7	COc1ccccc1NC(=O)N1c2ccc(F)cc2CCC1C (stereo not given)
80	1.8[10.2 µM]	2.9	-89	O=C(Nc1ccc(Oc2ncccn2)cc1)c1ccco1
81	-0.45	-0.94	28	CCCCOC(=O)c1ccc(NC(=O)c2ccoc2C)cc1
82	0.3	-0.46	/	Cc1nc2ccc(NC(=S)N3CCN(c4ccccn4)CC3)cc2nc1C
83	/	/	-50	Cc1c(NC(=O)C(C)OC(=O)CCc2ccccc2)c(=O)n(-c2ccccc2)n1C (stereo not given)
84	/	/	19	CC(=O)Nc1ccc(N=NN2CCOCC2)cc1
85	/	/	-7	CC(=O)/C=C/c1ccc(C)o1
86	0.49	-0.46	5	Cc1cc(=O)n2nc(N3CCCC(C(=O)NCCCN4CCc5ccccc5C4)C3)sc2n1 (stereo not given)
87	0.35	0.56	-23	CCC1(C)N=C(c2ccc3c(c2)OCO3)CC(c2ccccc2O)N1 (stereo not given)
88	-0.53	0.15	-12	CC(C)CNC1=C(C(=S)Nc2ccccc2)C(=O)CC(C)(C)C1
89	-0.57	-0.21	/	Cc1ccc(Cl)cc1N1CCN(C(=O)c2ccc(NS(=O)(=O)c3c(C)noc3C)cc2)CC1
90	-1.6	-0.46	/	CCn1c(-c2csc(-c3ccccc3)n2)n[nH]c1=S

# The listing continues:
entry	sdo1 growth	sdo1 growth Rescue 24 h	Insulin prom inh	SMILES
91	-0.46	0.3	/	Cc1ccc(S(=O)(=O)N2CCN(C3CCN(Cc4ccccc4)CC3)CC2)cc1
92	1.1[10.8 µM]	1.3	/	O=C(c1ccc(CNS(=O)(=O)c2ccccc2)cc1)N1CCN(c2ccccn2)CC1
93	0.74	-0.33	/	Cc1ccc2cc(CN(C)C(=O)C3CCCO3)c(=O)[nH]c2c1 (stereo not given)
94	0.04	0.01	/	CCc1ccc2[nH]c(=O)c(CN(CCCN3CCOCC3)C(=O)Nc3cccc(Cl)c3)cc2c1
95	/	/	-9	COCCN1C(=O)Cc2c1nc(N)c1c(N)nc(N3CCN(c4ccc(F)cc4)CC3)c(C#N)c21
96	/	/	-118	CCc1cc2cc(C)cc(C)c2nc1SCC(=O)Nc1cc(C)on1
97	0.11	0.31	/	Cn1nc(C(=O)NC2CCCCC2)c2ccccc2c1=O
98	-0.43	-1.2	-8	Cc1sc2ncnc(SCC(=O)N3CCCC3)c2c1C
99	0.79	-0.27	/	Cn1cc(-c2nnnn2-c2ccccc2)c(=O)c2ccccc21
100	-0.37	-0.64	/	COc1ccc(C(C(=O)NC(C)(C)C)N(Cc2ccco2)C(=O)CCC(=O)Nc2cc(C)on2)cc1 (stereo not given)
101	0.55	-0.05	42	CC(C(=O)NCCN1C(=O)S/C(=C\c2cccnc2)C1=O)N1C(=O)c2ccccc2C1=O (stereo not given)
102	0.61	0.95	46	CCOC(=O)c1c(NC(=S)Nc2ccccc2)sc(C)c1C
103	-1.7	-0.48	0	Cc1ccc(-c2csc(NC(=O)CSc3nc(C)cs3)n2)cc1
104	-0.23	-0.18	8	O=C(CCn1c(=O)[nH]c2ccsc2c1=O)N1CCN(Cc2ccc3c(c2)OCO3)CC1
105	-1.5	-1.4	/	O=C(CCCSc1nc2ccccc2s1)NCc1ccco1

# In a second layout: 2 of the compounds above
18) COc1ccc(-c2nc3c(n2O)CCCC3=O)cc1OC
19) CC(C)CN(CC(C)C)C(=O)Cc1coc2ccc3ccccc3c12
Compound,18,19
sdo1 growth,1.5,-1.3
sdo1 growth Rescue 24 h,1.4,-1.4
Insulin prom inh,/,-19

# The list is partial, so the mix of outcomes need not match the whole.
